# GAA glycogen: GAA glycogen-cleavage inhibition or activation; P10253; recombinant GAA, glycogen substrate, Amplex Red glucose oxidase fluorescence; Potency, µM (series often up to 76.4 µM), for the others: at the top dose activity change, negative = inhibition, actives largely listed as inhibitors; actives 0.38% (n = 300,000); AID 2100; active = well fitted inhibition curve with a large enough effect; inconclusive = small, poorly fitted or top-dose-only effect, or another doubt; inactive = no such curve, though single readings can be large or run the other way;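 note: 0% = full enzyme reaction and -100% = no-enzyme basal signal; the screen sought inhibitors and activators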
#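 Recombinant enzyme (4 nM final) with compounds titrated up to 77 uM and bovine liver glycogen (30 ug) in citrate pH 5.0, 0.01% Tween-20, 37 C 40 min. Released glucose detected by Amplex Red/glucose oxidase (Ex 573/Em 610); AC50 from Hill fits.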
# * = called active by the depositor; ? = inconclusive; [ ] = remark or other dose. Potency is the fitted concentration of half-maximal effect. Only part of the results is shown. The share of hits here may be higher or lower than overall.
GAA glycogen	compound
-6%[76.3 µM]	COc1ccc(OCC(=O)Nc2ccc(C(=O)Nc3ccccc3C(=O)O)cc2)cc1
12%[76.3 µM]	COc1ccc(-c2c(-c3ccccc3OC)sc3ccccc23)cc1
1%	COc1ccc(S(=O)(=O)NCc2csc(C)n2)cc1OC
1%[76.3 µM]	CCOC(=O)C1=C(COC(=O)[C@@H]2CCCN2S(=O)(=O)c2ccc(C)cc2)NC(=O)NC1C (some centres undefined)
-21%[76.3 µM]	COc1ccc(-n2nnc3c(SC(C(C)=O)C(=O)N(C)C)ncnc32)cc1 (centres undefined)
3%	CCOc1ccc(CCNc2nc3ccc(C)cc3n3cnnc23)cc1OCC
-9%[76.3 µM]	CCCOc1ccc(/C=N/NC(=O)CN2CCCCC2)cc1OCC
9%	Nc1nc(-c2ccc3c(c2)CCCC3)c(CC(=O)O)s1

# By substructure: the compounds so far containing four or more nitrogen atoms
GAA glycogen	compound
-21%[76.3 µM]	COc1ccc(-n2nnc3c(SC(C(C)=O)C(=O)N(C)C)ncnc32)cc1 (centres undefined)
3%	CCOc1ccc(CCNc2nc3ccc(C)cc3n3cnnc23)cc1OCC

# (next part)
GAA glycogen	compound
2%	COc1cc2c(cc1OC)C(c1ccccc1)NC(C)(C)C2 (centres undefined)
-7%[76.3 µM]	Cc1ccc(S(=O)(=O)N2CCCC2)cc1C(=O)N1CCC(C)CC1
-4%	Cc1ccc(C(=O)NCCOc2ccc(Cl)cc2)cc1
-9%[76.3 µM]	O=C1C2C3C=CC(CC3)C2C(=O)N1c1ccc(F)cc1 (centres undefined)
-8%[76.3 µM]	O=C(c1ccco1)N1CCN(C(=S)Nc2ccc(F)cc2)CC1
-10%[76.3 µM]	N#CCNC1CC(=O)N(c2ccccc2)C1=O (centres undefined)
-1%[76.3 µM]	O=C(O)CCCCCCCCc1cn(CCc2c[nH]c3ccccc23)nn1
5%[76.3 µM]	O=C(Nc1ccc(F)cc1)C1CC2CCC1C2 (centres undefined)
3%	CC1CCCC(C)N1C(=O)COC(=O)CCC1CCCC1 (centres undefined)
1%	CC(=O)Nc1ccc(NC(=O)c2c(C)nn(Cc3ccccc3)c2Cl)cc1
-5%[76.3 µM]	COc1ccc(CNC(=O)c2cccc(NC3=NC4CS(=O)(=O)CC4S3)c2)cc1 (centres undefined)
2%[76.3 µM]	Cc1c(O)ccc(/C=N/Nc2ncccc2[N+](=O)[O-])c1O
-2%[76.3 µM]	Cc1ccc(C)c(OCCn2nnc3ccccc32)c1
?	CN1CCC(CN)(N2CCN(c3ccccc3)CC2)CC1
5%[76.3 µM]	CN1CCCN(C(=O)c2cccc(Cl)c2)CC1
9%[76.3 µM]	COc1ccc(CNC(=O)[C@H](NC(=O)C2CCN(C(=O)[C@@H](N)CCSC)CC2)C(C)C)cc1
-17%[76.3 µM]	COc1ccc(N(CC(=O)Nc2cccc(C(F)(F)F)c2)S(=O)(=O)c2c(C)[nH]c(=O)[nH]c2=O)cc1
-6%[76.3 µM]	Cc1nnc(N2C(=O)C(O)=C(C(=O)c3ccco3)C2c2cccc([N+](=O)[O-])c2)s1 (centres undefined)
4%	CCCCNC(=O)NS(=O)(=O)c1ccc(NC(=O)CCC(=O)c2cccs2)cc1
-10%[76.3 µM]	Cc1ccc(N2CCN(S(=O)(=O)c3nnc(NC(=O)c4ccco4)s3)CC2)cc1
3%[76.3 µM]	COc1cccc(NS(=O)(=O)c2cc3[nH]c(=O)c(=O)[nH]c3cc2C)c1
-5%	Cc1cc(NC(=O)COC(=O)CCS(=O)(=O)c2ccc(C)c(C)c2)no1
3%	CCN(CC)S(=O)(=O)c1ccc(OC)c(NC(=O)CC2CCCC2)c1
-4%	COc1ccc(CCNc2cc(C)nc(N)n2)cc1OC

# Another view of two compounds above:
> Cc1cc(NC(=O)COC(=O)CCS(=O)(=O)c2ccc(C)c(C)c2)no1
  GAA glycogen: -5%

> CCN(CC)S(=O)(=O)c1ccc(OC)c(NC(=O)CC2CCCC2)c1
  GAA glycogen: 3%

# A draw from above in order of molar mass, falling.
GAA glycogen	compound
-5%	Cc1cc(NC(=O)COC(=O)CCS(=O)(=O)c2ccc(C)c(C)c2)no1
-9%[76.3 µM]	CCCOc1ccc(/C=N/NC(=O)CN2CCCCC2)cc1OCC
-8%[76.3 µM]	O=C(c1ccco1)N1CCN(C(=S)Nc2ccc(F)cc2)CC1
?	CN1CCC(CN)(N2CCN(c3ccccc3)CC2)CC1
-10%[76.3 µM]	N#CCNC1CC(=O)N(c2ccccc2)C1=O (centres undefined)

# Returning to the listing, repeating the 4 entries before the break.
GAA glycogen	compound
3%[76.3 µM]	COc1cccc(NS(=O)(=O)c2cc3[nH]c(=O)c(=O)[nH]c3cc2C)c1
-5%	Cc1cc(NC(=O)COC(=O)CCS(=O)(=O)c2ccc(C)c(C)c2)no1
3%	CCN(CC)S(=O)(=O)c1ccc(OC)c(NC(=O)CC2CCCC2)c1
-4%	COc1ccc(CCNc2cc(C)nc(N)n2)cc1OC
-8%[76.3 µM]	Cc1cc(=O)oc2c3c(cc(OCC(=O)NC(Cc4ccc(Cl)cc4)C(=O)O)c12)OC(C)(C)CC3 (centres undefined)
2%[76.3 µM]	Cc1cc(C)c(NC(=O)C2CCCN(S(=O)(=O)c3c(C)noc3/C=C/N(C)C)C2)c(C)c1 (centres undefined)
13%[76.3 µM]	CCOc1ccc2ccccc2c1/C=N\NC(=O)c1ccc([N+](=O)[O-])cc1
-4%[76.3 µM]	CC1(C)CC(=O)c2c(O)cc(OCC(=O)Nc3ccc(S(N)(=O)=O)cc3)cc2O1
-1%[76.3 µM]	COc1ccc(C(=O)NC2CCCc3c2cnn3-c2cc(F)cc(F)c2)c(OC)n1 (centres undefined)
1%[76.3 µM]	C=CCNC(=O)C(=O)Nc1cc2c3c(c1)CCC(=O)N3CCC2
5%	Cc1ccc(C)c(C(=O)OCC(=O)N(C)c2ccccc2)c1
-16%[76.3 µM]	COc1ccc(/C=C/C(=O)NC2CC3CCC2C3)cc1 (centres undefined)
3%	COc1ccc(CNC(=O)CSc2nnc3c(n2)[nH]c2ccc(OC)cc23)cc1
2%	CC1=C(C(=O)OCCBr)C(c2cccc3ccccc23)NC(=O)N1 (centres undefined)
-3%[76.3 µM]	CCCCNC(=S)N(CCCN(C)C)Cc1cc2cc3c(cc2[nH]c1=O)OCO3
0%[76.3 µM]	COc1ccc(N(CC(=O)NCc2ccc(F)cc2)C(=O)c2snc(C(N)=O)c2N)cc1
3%[76.3 µM]	O=Cc1c(NCCc2cccc(F)c2)c2ccccc2[nH]c1=O
2%[76.3 µM]	O=C1Cc2cc(S(=O)(=O)NCc3ccccc3Cl)cc3c2N1CCC3
2%[76.3 µM]	CC1(C)Cc2c(cnn2-c2ccccc2)C(NC(=O)CCCn2cncn2)C1 (centres undefined)
1%[76.3 µM]	Cc1onc(-c2c(F)cccc2Cl)c1C(=O)NCc1ccc2c(c1)OCO2
10%	CN(Cc1nc(-c2ccccc2)no1)C(=O)c1ccco1
0%	Cc1cc(C(=O)Nc2ccc(N3CCOCC3)c3nonc23)ccc1[N+](=O)[O-]
?	Cc1ncc(CO)c(/C=N/Nc2cccc(Cl)n2)c1O
2%[76.3 µM]	O=C(CSc1nnc(CNC(=O)c2ccc(F)cc2)o1)NCc1ccccc1
-2%[76.3 µM]	COc1ccc(S(=O)(=O)NNC(=O)Nc2ccccc2OC)c(OC)c1
-2%[76.3 µM]	Cc1nc2ccccc2c2oc(C(=O)N3CCCC(C)C3)cc12 (centres undefined)
-5%[76.3 µM]	COC(=O)C(Cc1ccc(O)cc1)NC(=O)NC12CC3CC(CC(C3)C1)C2 (centres undefined)
-1%	CC(C)CC(NC(=O)/C(=C/c1ccco1)NC(=O)c1ccc(Br)o1)C(=O)O (centres undefined)
-6%[76.3 µM]	O=C(Cn1c(=O)c2cccn2c2ccccc21)NCc1cccc(F)c1
-4%[76.3 µM]	CN1CCc2c(sc(NC(=O)c3ccc(C(=O)c4ccccc4)cc3)c2C(N)=O)C1
0%[76.3 µM]	CN(Cc1ccn[nH]1)C(=O)C1CCC(=O)N(Cc2cccc(C(F)(F)F)c2)C1 (centres undefined)
3%[76.3 µM]	C=CCOc1c(Cl)cc(C(=S)N2CCCC2)cc1OCC
3%[76.3 µM]	COC(=O)c1cc(C(=O)Nc2cc(C)on2)cc([N+](=O)[O-])c1
-2%[76.3 µM]	CC(NCC(=O)NCCc1ccc(S(N)(=O)=O)cc1)c1ccc(F)cc1 (centres undefined)
14%[76.3 µM]	CCn1c(=O)c(C(=O)NCc2ccc3c(c2)OCO3)c(O)c2ccccc21
1%	COc1ccc(NC(=O)C(C)N2CCN(C)CC2)cc1 (centres undefined)
5%	COc1ccc(C(=O)NC(C)c2nnc(SCC(=O)NC3=NCCS3)n2C)cc1 (centres undefined)
-2%	C=CCNC(=O)/C(C#N)=C/c1c(N2CCN(c3cccc(Cl)c3)CC2)nc2c(C)cccn2c1=O
-15%[76.3 µM]	COc1ccc(CCNC(=O)Cn2c(=O)c3cccn3c3cccnc32)c(OC)c1OC
-10%[76.3 µM]	Cc1ccc(NC(=O)c2cc(S(=O)(=O)N3CCc4ccccc43)cn2C)cc1C
-5%	CN(C)c1ccc(C(C(=O)NCc2ccccc2)N(Cc2ccco2)C(=O)c2snc(C(N)=O)c2N)cc1 (centres undefined)
2%[76.3 µM]	Cc1ccccc1NC(=O)c1sc(NC(=O)C2CC2)nc1C
2%[76.3 µM]	Cc1cc(C)cc(NC(=O)CS(=O)(=O)c2ccccc2)c1
8%	CN(C)S(=O)(=O)c1cccc(COC(=O)CN2CCCCCC2=O)c1
-8%	Cc1ccc(C)c(N(CC(=O)NC2CCCC2)C(=O)CNC(=O)c2cccs2)c1
-5%[76.3 µM]	CC(C)CNC(=O)/C(C#N)=C1\N=C(NC(=O)c2ccco2)c2ccccc21
10%[76.3 µM]	COC(=O)c1cc(S(=O)(=O)NCc2ccc(F)cc2)cn1C
1%	COC(=O)C(C)NC(=O)c1cn(-c2ccccc2OC)c(=O)c2ccccc12 (centres undefined)
7%[76.3 µM]	COc1ccc(N2C(=O)CC(N3CCN(c4ccc(Cl)cc4)CC3)C2=O)cc1 (centres undefined)
-3%[76.3 µM]	COc1ccc(CNC(=O)[C@@H](NC(=O)C2CCN(C(=O)[C@@H](N)CC(C)C)CC2)C(C)C)cc1
-17%[15.3 µM]	Cc1cccc(C(=O)N2CCCC(c3nc(-c4ccc(F)cc4)no3)C2)c1 (centres undefined)
-5%[76.3 µM]	CCc1ccc(OCC(=O)N(Cc2cccs2)C2CCS(=O)(=O)C2)cc1 (centres undefined)
-3%[76.3 µM]	O=C(Nc1ccc(F)cc1F)C1CCCN(c2ncnc3c2nc2n3CCCCC2)C1 (centres undefined)
4%[76.3 µM]	CCCCn1c(N)c(N(Cc2ccccc2OC)C(=O)COc2ccc(F)cc2Cl)c(=O)[nH]c1=O
1%	O=C(CNC(=O)c1cccs1)NCC(=O)OCC(=O)c1ccccc1
15%[76.3 µM]	CNc1nc(Nc2ccc([N+](=O)[O-])cc2)nc(OCC(F)(F)F)n1
-1%	CCOC(=O)Cc1cnc(NC(=O)CSc2nc(C(C)C)cc(=O)[nH]2)s1
-11%[15.3 µM]	COc1cc(NC(=O)CCN2CCOCC2)cc(OC)c1
9%[76.3 µM]	CCC(C)N(C(=O)c1csnn1)C(C(=O)NC1CCCC1)c1ccccc1F (centres undefined)
1%[76.3 µM]	O=C(Oc1cccc(OC(=O)c2ccco2)c1)c1ccco1

# (cont.)
GAA glycogen	compound
-6%[76.3 µM]	O=C(CSc1ccccc1)NNC(=O)c1ccccc1O
-1%	COc1cc(/C=N/Nc2nc(C)cc(=O)[nH]2)ccc1O
-12%[76.3 µM]	Cc1cccc(N2CCN(C(=O)c3ccc4c(c3)CCN4S(C)(=O)=O)CC2)c1C
7%	Cc1ccc(C)c(OC(C)C(=O)Nc2ccc(S(=O)(=O)Nc3nccs3)cc2)c1 (centres undefined)
-8%[76.3 µM]	CC(=O)OCC[C@H](NS(=O)(=O)OCC(Cl)(Cl)Cl)c1ccccc1
8%	CCCCC(O)(c1ccccc1)C(CN1CCOCC1)c1ccccc1 (centres undefined)
-1%[76.3 µM]	CC(C)c1ccc(NC2CCCN(C(=O)c3ccc4nccnc4c3)C2)cc1 (centres undefined)
-4%[76.3 µM]	O=C(O)CCC(=O)N1N=C(c2ccccc2)CC1c1ccc2c(c1)OCO2 (centres undefined)
-1%	CSc1ncc(C(=O)Nc2cccc(Cl)c2C)c(C)n1
?	COc1cccc2sc3ccc(NCc4ccc5c(c4)OCO5)cc3c(=O)c12
4%	COc1ccc(Nc2nccc(-c3ccc(C#N)cc3)n2)cc1
-7%[76.3 µM]	COc1ccccc1Nc1nn2c(=O)c3ccc(C(=O)NCc4cccnc4)cc3nc2s1
-4%[76.3 µM]	O=C(CSCc1ccc(Cl)cc1)Nc1ccc(O)cc1C(=O)O
8%[76.3 µM]	C=Cn1cc[n+](CC(=O)c2ccc(Cl)cc2)c1
2%	CCc1ccc(OCc2nnc(SCC(=O)NC3CCCCC3)o2)cc1
19%[76.3 µM]	CC(COS(N)(=O)=O)Cc1ccc(C(F)(F)F)cc1 (centres undefined)
1%[76.3 µM]	CCCC(C(=O)Nc1cc(S(=O)(=O)N2CCOCC2)ccc1OC)c1ccccc1 (centres undefined)
4%	CCNC(=O)CN(c1ccc(F)cc1)S(=O)(=O)c1ccc2c(c1)OCCO2
1%	CCc1ccccc1NC(=O)CCS(=O)(=O)c1ccc(OC)cc1
3%	CCOC(=O)CC1C(=O)NCCN1C(=O)c1ccc(Cl)c(Cl)c1 (centres undefined)
9%[76.3 µM]	CCc1ccccc1NC(=O)CN(C)S(=O)(=O)c1ccc(-c2ccc(=O)[nH]n2)s1
-9%[76.3 µM]	C[C@@H]1CCC(=O)N(C[C@@H](C)CC#N)CC1
